GRK2 inh = compounds blocking aptamer binding on GRK2 – biochemical, human GRK2, bead flow cytometry, HTS, primary screen; Beta-adrenergic receptor kinase 1 (Homo sapiens), P25098; FAM-aptamer displacement from GRK2; inhibition of aptamer binding, % at 10 µM; actives 0.59% (n = 330,000);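 active means inhibition of aptamer binding above 40%, roughly 3 SD of noise, on plates passing a quality check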;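 further: median bead fluorescence of bound FAM aptamer so fluorescent compounds give negative values; no value below 0 was filed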
VLA-4 inh = inhibition in human VLA-4 binding assay, primary screen, VLA-4 allosteric modulator project, MLPCN library, flow cytometry, VLA-4 expressing cells. AID 2557, 2010. actives 0.2% (n = 330,000). Integrin alpha-4 (Homo sapiens), P13612. ligand binding flow cytometry. inhibition, % (about 7 µM as worked out from the volumes in the protocol); in the data active means inhibition above about 50%
Target sequence (P13612 whole entry, looked up): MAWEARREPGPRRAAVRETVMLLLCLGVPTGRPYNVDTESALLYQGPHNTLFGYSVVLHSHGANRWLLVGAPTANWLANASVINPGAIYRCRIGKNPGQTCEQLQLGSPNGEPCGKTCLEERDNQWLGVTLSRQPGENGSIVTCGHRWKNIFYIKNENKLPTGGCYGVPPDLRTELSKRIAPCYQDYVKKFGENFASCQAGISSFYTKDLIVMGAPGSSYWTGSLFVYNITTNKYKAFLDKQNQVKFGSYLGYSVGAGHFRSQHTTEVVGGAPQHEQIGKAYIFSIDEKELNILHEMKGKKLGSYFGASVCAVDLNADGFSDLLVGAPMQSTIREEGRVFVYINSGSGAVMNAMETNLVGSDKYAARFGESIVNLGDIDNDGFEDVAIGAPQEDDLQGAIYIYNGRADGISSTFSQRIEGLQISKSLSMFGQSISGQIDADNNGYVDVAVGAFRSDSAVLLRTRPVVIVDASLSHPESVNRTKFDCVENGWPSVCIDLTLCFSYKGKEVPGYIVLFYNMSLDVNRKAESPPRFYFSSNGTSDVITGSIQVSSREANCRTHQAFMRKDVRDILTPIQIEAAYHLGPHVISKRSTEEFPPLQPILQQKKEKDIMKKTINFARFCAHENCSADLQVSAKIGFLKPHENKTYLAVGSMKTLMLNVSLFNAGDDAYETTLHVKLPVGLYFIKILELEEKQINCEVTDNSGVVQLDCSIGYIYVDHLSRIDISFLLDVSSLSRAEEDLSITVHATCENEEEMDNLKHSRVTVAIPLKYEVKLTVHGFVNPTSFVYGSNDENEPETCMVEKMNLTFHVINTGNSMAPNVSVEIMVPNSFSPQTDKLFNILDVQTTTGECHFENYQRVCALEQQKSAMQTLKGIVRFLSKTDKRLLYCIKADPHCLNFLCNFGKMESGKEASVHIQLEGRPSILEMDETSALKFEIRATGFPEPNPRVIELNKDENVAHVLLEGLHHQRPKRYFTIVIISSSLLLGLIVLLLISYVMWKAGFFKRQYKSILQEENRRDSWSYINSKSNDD
PME-1 inh = PME-1 inhibitors via competitive probe labeling, primary screen, biochemical, fluorescence polarization, FP-Rh probe, HTS; Protein phosphatase methylesterase 1 (Homo sapiens), Q9Y570; recombinant PME-1; inhibition, % at 5.9 µM; actives 0.53% (n = 320,000); AID 2130, 2009;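 active means inhibition above the campaign mean of all compounds plus 3 SD, cut at about 26% in these data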;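 further: competitive labeling of PME-1 active site by serine hydrolase directed probe; 0% = PME-1 with DMSO and 100% = wells lacking PME-1 enzyme; inhibitors block probe labeling so polarization falls and inhibition rises; many of its hits are not listed in these tables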
Bcl-xL primary = inhibitors of human Bcl-xL, primary screen, biochemical, fluorescence polarization, HTS. inhibition, % at 10.9 µM. actives 0.7% (n = 320,000). GST-Bcl-xL / FITC-Bim BH3 peptide fluorescence polarization;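 active means inhibition above the mean of all tested compounds plus 3 SD, cutoff set per campaign, cut at about 30% in these data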;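 further: 0% = DMSO wells and 100% = unlabeled Bim-BH3 peptide competitor; inhibitors lower millipolarization by displacing the labeled peptide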
Fam108B inh = mouse Fam108B serine hydrolase inhibitors, primary screen, counter-screen for RBBP9 inhibitor project, biochemical, fluorescence polarization; recombinant Fam108B, FP-Rh probe fluorescence polarization; inhibition, % at 9.51 µM; actives 0.33% (n = 300,000);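 active means inhibition above the screen mean inhibition plus 3 SD, computed separately per campaign, cut at about 18% in these data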;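 further: inhibitors lower polarization as less probe binds the enzyme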
Efflux pump mplx = inhibitors of Candida efflux pumps in yeast, primary screen, S. cerevisiae, Nile Red, multiplex; S. cerevisiae Candida pump triplex; inhibition, % at 10 µM; actives 0.44% (n = 330,000); AID 485275, 2010;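 active means plate passing quality check with inhibition over a set limit, or well fluorescence over plate mean plus 4 SD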;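 further: Nile Red retained in pooled yeast measured as flow cytometry median fluorescence; 0% = buffer negative control and 100% = Enniatin B positive control; higher means more Nile Red kept so more efflux inhibition; some compounds called inactive have numbers as strong as hits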
GLD-1 TGE inh = GLD-1/TGE RNA complex disruptors, primary screen, biochemical, fluorescence polarization; actives 0.44% (n = 320,000); Female germline-specific tumor suppressor gld-1 (Caenorhabditis elegans), Q17339; inhibition, % at 5.96 µM; purified GLD-1 + fluorescein TGE RNA;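 active means percent inhibition above a per-plate cutoff, the plate mean of test compounds plus 3 SD, cut at about 30% in these data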;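 further: 0% = DMSO wells with GLD-1 and probe and 100% = wells lacking GLD-1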
MCL1-BIM inh = inhibitors of MCL1 binding to BIM-BH3, primary screen, biochemical, fluorescence polarization | GST-MCL1 / FITC-Bim-BH3 fluorescence polarization | inhibition, % at 10.9 µM | AID 2057, 2009 | actives 0.68% (n = 320,000);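 active means inhibition above the mean inhibition of all tested compounds plus 3 SD, set per campaign, cut at about 40% in these data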;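 further: 0% = DMSO wells and 100% = unlabeled Bim-BH3 peptide control; higher means more loss of mP so more displacement of Bim peptide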
MEX-5 binding = MEX-5 zinc finger RNA-binding disruptors – biochemical, C. elegans, fluorescence polarization, MLPCN library, primary screen. MEX-5/FITC-TCR2 RNA binding; stronger effect = lower value. Zinc finger protein mex-5 (Caenorhabditis elegans), Q9XUB2. activity score (negative = inhibition of binding), % at 10 µM. AID 1832, 2009. actives 0.38% (n = 300,000);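 active means inhibition past about -25% in most replicates, and total fluorescence under double the plate's negative control median, limit read from the data; inconclusive means replicates evenly split on the limit, or fluorescence at least double controls; inactive means too little inhibition in most replicates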;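 further: 0% = DMSO and -100% = 5 µM competing unlabeled TCR2 RNA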
An asterisk follows results filed as active; ? = inconclusive; nt = not tested or not shown. Not all compounds are listed; the hit share may differ from the screen's.

canonical_smiles,Fam108B inh,GRK2 inh,Bcl-xL primary,VLA-4 inh,MCL1-BIM inh,PME-1 inh,MEX-5 binding,Efflux pump mplx,GLD-1 TGE inh
CCOC(=O)c1ccc(CNC(=O)c2cc(COc3ccccc3SC)on2)o1,-2,7,3,-2,-2,0,-1.3,0.3,-2
CC(C)CCSc1cc(NCCO)c([N+](=O)[O-])c2nonc12,3,2,5,1,7,2,-0.2,0.0,5
COc1cc(OC)cc(C(=O)NC(=S)NCc2ccco2)c1,-1,2,4,-25,3,5,-0.6,-0.1,0
CC(CC(=O)Nc1cc([N+](=O)[O-])ccc1Cl)c1ccccc1 (stereo not given),-2,4,4,7,2,7,3.2,-0.1,4
O=C(NCc1ccc2c(c1)OCO2)C1COc2ccccc2O1 (stereo not given),0,0,9,-1,0,0,-1.5,-0.1,0
CN(CC(=O)Nc1c(Cl)cccc1Cl)C(=O)c1cc(-c2cccs2)nn1-c1ccccc1,-2,4,6,7,3,1,1.7,0.1,9
CS(=O)(=O)c1ccc(C(=O)Nc2ccc(N3CCOCC3)cc2)c(Cl)c1,-1,1,3,17,-1,5,2.4,0.0,-1
CCOc1cc(/C=N/NC(=O)c2ccc(NC(=O)C3CC3)cc2)ccc1O,3,0,-5,15,-6,-4,-2.6,0.2,4
CCc1ccc(CN(C)C(=O)c2cc(COc3cccc(C(F)(F)F)c3)on2)nc1,-2,0,3,0,2,6,0.6,-0.1,1
COc1ccccc1C(=O)Nc1cc(C)on1,-3,0,0,3,8,-1,-0.3,-0.1,3
COc1ccc(S(=O)(=O)N2CCC(C(=O)N3CCCCCC3)CC2)cc1,1,1,7,20,5,0,0.1,-0.1,-3
N#Cc1c2n(c3c(=O)n(Cc4ccc(Cl)cc4)cnc13)CCCC2,0,0,5,-32,6,10,-0.7,-0.1,4
Cc1cc(NC(=O)CCn2c(=O)sc3ccccc32)no1,-2,0,0,6,-1,-2,3.2,-0.2,7
C=CCOC(=O)C1=C(C)NC(SCC(=O)Nc2ccc(C)c(Cl)c2)=C(C#N)C1c1ccco1 (stereo not given),-2,1,0,-26,0,-5,0.5,-0.1,4
CCn1cc(/C=C(\NC(=O)c2cc(OC)c(OC)c(OC)c2)C(=O)NCCN2CCOCC2)c2ccccc21,0,1,0,3,-4,-6,-2.7,-0.1,-5
Cc1cc(C)c2[nH]c(=O)c(CN(Cc3ccc4c(c3)OCO4)Cc3nnnn3C3CCCC3)cc2c1,3,0,2,-4,-3,-5,-1.0,-0.1,-5
CSCc1ccc(C(=O)NCC(c2cccs2)N2CCOCC2)cc1 (stereo not given),-3,0,9,4,8,2,0.5,0.3,7
Cn1ccc(C(=O)N2CCCc3ccccc32)n1,7,2,5,-7,4,-2,1.1,-0.2,8
CS(=O)Cc1cc(Sc2ccccc2)nc(-c2cccnc2)n1 (stereo not given),-7,1,7,1,5,5,1.3,0.0,-3
Cc1c(C(=O)OCC(=O)N2CCC(C)CC2)oc2ccccc12,0,0,-4,-5,-10,-2,1.6,0.1,5

Complete entries, quoted from the list. Order of screens: Fam108B inh | GRK2 inh | Bcl-xL primary | VLA-4 inh | MCL1-BIM inh | PME-1 inh | MEX-5 binding | Efflux pump mplx | GLD-1 TGE inh
Record of `CSCc1ccc(C(=O)NCC(c2cccs2)N2CCOCC2)cc1` (stereo not given) → -3 | 0 | 9 | 4 | 8 | 2 | 0.5 | 0.3 | 7
Record of `N#Cc1c2n(c3c(=O)n(Cc4ccc(Cl)cc4)cnc13)CCCC2` → 0 | 0 | 5 | -32 | 6 | 10 | -0.7 | -0.1 | 4

A second format for some results above.
CCOC(=O)c1ccc(CNC(=O)c2cc(COc3ccccc3SC)on2)o1
  Fam108B inh: -2	GRK2 inh: 7	Bcl-xL primary: 3	VLA-4 inh: -2	MCL1-BIM inh: -2	PME-1 inh: 0	MEX-5 binding: -1.3	Efflux pump mplx: 0.3	GLD-1 TGE inh: -2
CC(CC(=O)Nc1cc([N+](=O)[O-])ccc1Cl)c1ccccc1 (stereo not given)
  Fam108B inh: -2	GRK2 inh: 4	Bcl-xL primary: 4	VLA-4 inh: 7	MCL1-BIM inh: 2	PME-1 inh: 7	MEX-5 binding: 3.2	Efflux pump mplx: -0.1	GLD-1 TGE inh: 4
CN(CC(=O)Nc1c(Cl)cccc1Cl)C(=O)c1cc(-c2cccs2)nn1-c1ccccc1
  Fam108B inh: -2	GRK2 inh: 4	Bcl-xL primary: 6	VLA-4 inh: 7	MCL1-BIM inh: 3	PME-1 inh: 1	MEX-5 binding: 1.7	Efflux pump mplx: 0.1	GLD-1 TGE inh: 9

Further entries follow:
canonical_smiles,Fam108B inh,GRK2 inh,Bcl-xL primary,VLA-4 inh,MCL1-BIM inh,PME-1 inh,MEX-5 binding,Efflux pump mplx,GLD-1 TGE inh
CNC(=O)C1(C)C=CC2(CCCCC2)N1C(=O)OC (stereo not given),3,2,0,23,-1,1,1.2,0.1,-1
COc1cc(NC(=O)CS(=O)(=O)c2ccccc2)cc(OC)c1OC,-3,1,-4,9,-9,-6,2.2,0.1,0
CCOc1ccc(N(C(C)C(=O)Nc2cccnc2)S(C)(=O)=O)cc1 (stereo not given),0,5,4,26,-3,0,0.6,-0.2,10
O=C(N=Nc1c(O)n(Cc2ccccc2)c2ccccc12)c1ccncc1,5,2,5,3,5,5,-1.3,0.1,2
O=C(Cn1c(=O)oc2ccccc21)NCc1ccco1,0,0,4,2,3,-5,-1.7,0.2,-2
CCOc1ccc(/C=C/C(=O)Nc2ccc(OC)cc2[N+](=O)[O-])cc1,-3,2,57*,35,83*,2,?,-0.1,63*
O=C(COc1cccc(-n2cnnn2)c1)N1CCOCC1,5,0,-1,2,1,-5,1.1,0.1,2
COc1ccc(-c2nc3ccccc3s2)cc1NC(C)=O,-4,1,-1,26,-2,1,0.0,-0.1,-9
O=C(O)c1ccc(C2(c3ccc(C(=O)O)cc3)OC(=O)c3ccccc32)cc1,2,0,4,3,-2,6,0.8,0.2,7
Cc1cc(OCC(O)CNC(C)(C)C)ccc1Cl (stereo not given),-4,0,5,16,3,2,-1.3,-0.2,4
COc1ccc2[nH]cc(CCNC(=O)Cc3c(F)cccc3Cl)c2c1,4,0,0,9,3,-9,-0.2,0.0,-1
Cc1c(Cl)cccc1NC(=O)CCN1C(=O)C2CC=CCC2C1=O (stereo not given),-2,3,-2,2,-1,5,2.5,0.0,1
O=C1CCC(C(=O)N2CCSCC2)CN1Cc1ccc(Cl)cc1 (stereo not given),-2,0,-1,4,-3,3,2.1,-0.1,0
O=C(c1ccc([N+](=O)[O-])c(CS(=O)(=O)c2ccc(Cl)cc2)c1)N1CCCCC1,-3,3,4,-4,-1,3,-2.2,-0.1,2
N#Cc1ccc(OCC(=O)NNC(=O)C2CCCCC2)cc1,nt,3,nt,8,nt,nt,nt,0.1,0
COC(=O)c1ccccc1NC(=O)CCCn1nc([N+](=O)[O-])c(Br)c1C,1,5,1,1,-4,10,1.1,0.1,4
COCCNC(=O)C(c1ccc(F)cc1)N(Cc1ccco1)C(=O)CCC(=O)Nc1nccs1 (stereo not given),-5,1,2,17,-4,-2,3.3,0.2,1
COC(=O)CC1COc2ccccc2N1C(=O)c1cccc(Cl)c1 (stereo not given),-4,0,1,16,-1,3,-4.3,0.1,3
O=C(NCc1csc(-c2cccs2)n1)c1ccccc1,1,0,5,7,5,0,nt,0.0,0
Cc1nn(-c2nc3ccccc3s2)c(N)c1-c1ccccc1,2,2,-3,25,1,-2,-0.5,0.1,6
O=C(NC[C@H]1CCCO1)c1cccc2c1C(=O)c1ccc(-c3ccc(F)cc3OCc3ccccc3)cc1S2(=O)=O,nt,0,nt,-14,nt,nt,nt,0.5,1
O=C(NCCOC(=O)C1COc2ccccc2O1)C1COc2ccccc2O1 (stereo not given),0,0,12,3,10,-2,1.3,-0.1,7
CCOC(=O)c1[nH]c(C)c(/C(O)=C2\C(=O)C(=O)N(CCN(C)C)C2c2ccco2)c1C (stereo not given),-1,0,3,6,1,3,1.8,0.1,13
COc1cccc(C(=O)N2CCN(Cc3ccc(OC)cc3OC)CC2)c1,4,0,4,16,-6,7,0.5,0.4,-6
CCOC(=O)C1CCN(S(=O)(=O)c2ccc3c(c2)NC(=O)C(C)S3)CC1 (stereo not given),0,2,7,8,9,-1,-2.9,-0.2,5
CCOC(=O)N1CCC(NC(=O)CSCc2nc(-c3sccc3C)oc2C)CC1,6,1,2,21,5,0,2.8,0.1,-3
O=C1c2ccccc2CN1CCSC(=S)N1CCOCC1,-3,0,5,13,9,-1,1.0,-0.1,8
Nc1nonc1-n1nnc(C(=O)N/N=C/c2cccnc2)c1-c1cccs1,-2,3,5,1,4,1,1.6,-0.2,1
Cc1ccccc1NS(=O)(=O)c1ccc(OCC(=O)N2CCCCC2)cc1,0,0,3,2,6,4,-0.7,-0.1,6
CCCCNC(=O)CCn1c(=O)c2ccccc2n(Cc2ccc(Cl)cc2)c1=O,-6,2,-2,3,-2,6,-0.9,-0.2,4

Assay outcomes: PubChem, several laboratories
